Compound activity (PubChem BioAssay)
KDM5B inhibitor = KDM5B demethylase inhibition | AID 1347165 | 220,000 tested, 2.6% active | Q9UGL1 | Potency, µM (series often up to 57.7 µM), for the others: top-dose activity change, negative = inhibition, actives largely listed as inhibitors | KDM5B demethylase, FDH-coupled NADH fluorescence (FDH is formaldehyde dehydrogenase); active = well fitted inhibition curve with a large enough effect; inconclusive = small, poorly fitted or top-dose-only effect; inactive = no such curve, though single readings can be large or run the other way; also: 0% is about no effect; nearly all actives have a fitted effect of over 70% in size
Target sequence (Q9UGL1 whole entry, looked up): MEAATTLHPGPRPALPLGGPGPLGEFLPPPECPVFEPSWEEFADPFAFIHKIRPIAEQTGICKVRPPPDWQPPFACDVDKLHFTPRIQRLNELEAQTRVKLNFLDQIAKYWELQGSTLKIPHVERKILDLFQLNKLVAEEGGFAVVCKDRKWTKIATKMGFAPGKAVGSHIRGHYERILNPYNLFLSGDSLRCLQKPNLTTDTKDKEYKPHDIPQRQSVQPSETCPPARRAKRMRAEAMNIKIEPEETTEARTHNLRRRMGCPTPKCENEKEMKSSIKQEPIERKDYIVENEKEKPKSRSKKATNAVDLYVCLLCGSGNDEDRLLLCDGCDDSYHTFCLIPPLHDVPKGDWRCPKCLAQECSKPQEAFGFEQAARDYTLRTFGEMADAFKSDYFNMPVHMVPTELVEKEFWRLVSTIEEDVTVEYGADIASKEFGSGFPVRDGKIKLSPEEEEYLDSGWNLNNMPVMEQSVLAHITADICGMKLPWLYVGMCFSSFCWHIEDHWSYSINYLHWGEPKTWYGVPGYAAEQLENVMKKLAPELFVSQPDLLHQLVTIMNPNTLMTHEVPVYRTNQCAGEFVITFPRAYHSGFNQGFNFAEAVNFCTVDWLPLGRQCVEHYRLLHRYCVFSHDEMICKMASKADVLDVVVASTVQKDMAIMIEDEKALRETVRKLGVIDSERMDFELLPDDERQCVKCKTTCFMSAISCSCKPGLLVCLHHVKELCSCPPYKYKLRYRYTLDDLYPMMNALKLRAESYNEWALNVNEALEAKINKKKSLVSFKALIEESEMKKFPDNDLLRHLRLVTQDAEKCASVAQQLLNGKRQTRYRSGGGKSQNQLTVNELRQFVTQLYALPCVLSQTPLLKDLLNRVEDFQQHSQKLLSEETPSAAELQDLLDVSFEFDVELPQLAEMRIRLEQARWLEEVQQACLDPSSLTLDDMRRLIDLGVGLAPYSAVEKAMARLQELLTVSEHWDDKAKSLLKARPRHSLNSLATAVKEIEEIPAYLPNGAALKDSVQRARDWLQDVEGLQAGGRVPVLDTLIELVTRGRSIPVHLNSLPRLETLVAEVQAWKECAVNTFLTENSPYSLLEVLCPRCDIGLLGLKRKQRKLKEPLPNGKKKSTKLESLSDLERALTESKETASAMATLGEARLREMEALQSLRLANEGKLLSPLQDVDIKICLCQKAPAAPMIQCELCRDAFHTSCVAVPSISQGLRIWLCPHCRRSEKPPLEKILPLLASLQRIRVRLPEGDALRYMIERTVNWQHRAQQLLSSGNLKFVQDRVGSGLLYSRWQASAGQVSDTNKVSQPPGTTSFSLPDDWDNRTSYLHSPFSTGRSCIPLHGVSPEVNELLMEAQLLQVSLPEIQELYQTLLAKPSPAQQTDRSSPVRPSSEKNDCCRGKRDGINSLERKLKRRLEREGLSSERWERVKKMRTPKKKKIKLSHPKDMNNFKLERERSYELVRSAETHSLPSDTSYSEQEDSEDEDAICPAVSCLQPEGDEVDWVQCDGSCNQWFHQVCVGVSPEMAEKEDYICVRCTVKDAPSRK
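Inhibition is measured as reduced NADH fluorescence generation from FDH coupling to formaldehyde release. Truncated KDM5BΔAP at 200 nM final acts on H3K4me3 peptide (12.5 µM in substrate mix) in pH 7.5 HEPES buffer with Tween-20, 30 min, room temperature.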
* marks the source's active call; other numbers are inactive results; i = inactive; ? = inconclusive; [ ] = remark or other dose. Potency is read from the fitted curve at half-maximal effect.

SMILES	KDM5B inhibitor
Cc1cccc(-n2c(/C=C\c3cccc(Br)c3)nc3ccccc3c2=O)c1	-50.1%
CCCS(=O)(=O)NC[C@H]1C[C@@H]2CCN1C[C@@H]2c1cc(-c2ccccc2)nn1C	-12.4%[86.2 µM]
O=C1NC(=O)N(Cc2ccco2)C(=O)/C1=C\c1cccn1CCOc1ccccc1	?
O=S(=O)(c1cc(F)ccc1F)N1[C@H]2CC[C@@H]1c1cncnc1C2	-16.4%
O=c1[nH]c(=O)n(C2CCCCC2)c(O)c1/C=N/N1CCCCC1c1cccnc1 (configuration not stated)	6.5%
CCOC(=O)C(O)(c1ccc(NC(=O)c2ccc(Cl)c(Cl)c2)cc1)C(F)(F)F (configuration not stated)	4.2%
CCOCC(=O)N1CCC2(CC1)c1nccn1-c1ccccc1CN2CC(C)C	21.0%
CC(C)OC(=O)C1C2c3ccccc3C(c3ccccc32)C1C(=O)OC(C)C (configuration not stated)	7.5%
COc1ccc(C(=O)N2[C@H]3CC[C@@H]2c2cnc(C)nc2C3)cc1OC	-20.0%
Cc1ccc(OCC(=O)Nc2ccc(Cl)cc2C(=O)c2ccccc2)cc1C	-0.7%
COc1ccc(C2(C(=O)N3[C@H]4CC[C@@H]3c3cnc(C)nc3C4)CCCCC2)cc1	7.6%
CCC(CC)c1cc([C@H]2CN3CC[C@H]2C[C@@H]3CNS(C)(=O)=O)nc(-c2ccncc2)n1	-16.5%

Overlap with the part before: three compounds, then new ones.
SMILES	KDM5B inhibitor
Cc1ccc(OCC(=O)Nc2ccc(Cl)cc2C(=O)c2ccccc2)cc1C	-0.7%
COc1ccc(C2(C(=O)N3[C@H]4CC[C@@H]3c3cnc(C)nc3C4)CCCCC2)cc1	7.6%
CCC(CC)c1cc([C@H]2CN3CC[C@H]2C[C@@H]3CNS(C)(=O)=O)nc(-c2ccncc2)n1	-16.5%
CN(Cc1ccccc1)C[C@H]1CN2CC[C@H]1C[C@@H]2CNC(=O)Nc1ccsc1	-25.7%[86.2 µM]
Fc1ccc(-c2ccc(CNC3CN4CCC3CC4)o2)cc1Cl (configuration not stated)	-27.0%
COCCn1c(C)cc(C(=O)N2[C@H]3CC[C@@H]2c2cnc(-c4ccc(F)cc4)nc2C3)c1C	-26.5%
CCC(CC)c1cc([C@H]2CN3CC[C@H]2C[C@@H]3CNC(=O)C2CC2)nc(-c2ccncc2)n1	24.8%[86.2 µM]
COc1ccc(CNCCc2ccc(F)cc2)cc1	?
COc1cc(C(=O)OC2C[C@H]3CC[C@@H](C2)N3)ccc1O (some centres not stated)	2.2%
CN1C(=O)N(C)C2(CCN(Cc3cn4cc(Cl)ccc4n3)C2)C1=O (configuration not stated)	15.0%
Cc1nc(C2CCCC2)cc([C@H]2CN3CC[C@H]2C[C@@H]3CNC(=O)CCCC(=O)O)n1	-16.8%[86.2 µM]
Cc1ccc(-c2nc(CN3C(=O)CN=C(c4ccccc4)c4ccccc43)c(C)o2)cc1	8.1%
CC(C)CN1C[C@@H]2OCC(=O)N(Cc3cccnc3)[C@@H]2C1	17.9%[115 µM]
CCCNC(=O)OC[C@H]1C[C@@H]2CCN1C[C@@H]2c1cc(-c2cccs2)nc(C)n1	-23.4%[86.2 µM]
O=C(c1ccccc1)N1CCC(C(=O)O)(c2ccccc2)CC1	-17.0%[149 µM]
O=C(COc1ccccc1[N+](=O)[O-])N1CCN(CCc2ccccn2)CC1	-9.8%[11.5 µM]
CN(C)C(=S)SCC#N	23.8%
O=C1CN=C(c2ccccc2)c2cc(Cl)ccc2N1Cc1ccc(Cl)cc1	-5.7%
CCCS(=O)(=O)NC[C@H]1C[C@@H]2CCN1C[C@@H]2c1cc(-c2ccccc2Br)nc(C)n1	21.0%
Nc1ccccc1-c1ccccc1	?
CN(C)c1ccc(/C=C2\C(=O)NC(=O)N(CCc3ccc(F)cc3)C2=O)cc1	?
CCOC(=O)C1(c2ccccc2)CCN(CCC(=O)Nc2ccc(C(=O)OC)cc2)CC1	11.5%
O=C(Nc1ccc2n(c1=O)C[C@H]1C[C@@H]2CN(C(=O)COc2ccccc2)C1)c1cccs1	?
Cc1cccc(C)c1OCC(=O)Nc1ccc(Cl)cc1C(=O)c1ccccc1	5.3%
CN1CCCCCCN(Cc2ccccn2)[C@H]2CCC[C@H]2C1=O	-8.6%
CCOc1ccc(CNCCc2c[nH]c3ccccc23)cc1OC	14.9%
CCOc1ccc(-n2c(O)c(N=Nc3c(C)n(C)n(-c4ccccc4)c3=O)c(=O)[nH]c2=O)cc1	?
COc1ccc(OC)c(NC(=O)Cn2cc(C(=O)c3ccccc3)c3ccccc32)c1	?
CCCn1c(C)c(C(=O)NCC2CC2)c2cc(OC)ccc21	-9.7%
CCOc1ccc(CN(CCc2ccc3c(c2)OCO3)Cc2cccc(Br)c2)cc1	?
COc1ccc(-n2c(/C=C/c3ccco3)nc3ccccc3c2=O)cc1	?
Cc1ccc(S(=O)(=O)NC[C@H]2C[C@@H]3CCN2C[C@@H]3c2cc(-c3ccccc3Br)nc(C)n2)cc1	-17.7%
O=C1Nc2ccccc2C12CCN(Cc1ccc(F)cc1)CC2	10.4%[149 µM]
Cn1nc(-c2ccccc2)cc1[C@H]1CN2CC[C@H]1C[C@@H]2CNC(=O)Nc1ccccc1	2.4%[86.2 µM]
COc1ccc(C(=O)N2[C@H]3CC[C@@H]2c2cnc(-c4ccc(F)cc4)nc2C3)cc1F	-9.6%
COc1ccccc1CCNCc1cccs1	-7.5%
COc1ccc(C=C2C(=O)N(C)C(=O)N(C)C2=O)cc1COc1ccc(NC(C)=O)cc1	-9.2%
CCCCn1c(C)c(C(=O)OCC)c2cc(OC)ccc21	-10.5%
CC(C)(C)c1cc2c(c(C(C)(C)C)c1)Oc1cc(C#N)c(C#N)cc1O2	5.7%
C#C[C@H]1CN2CC[C@H]1C[C@@H]2CNC(=O)COc1ccccc1	-5.2%[86.2 µM]
CCCCN1CC(C(=O)Nc2ccc(C(=O)Nc3ccc(C#N)c(Cl)c3)cc2)CC1=O (configuration not stated)	12.6%
CN1Cc2ccccc2-n2ccnc2C12CCN(C(=O)Cc1cccc(F)c1)CC2	-4.4%
Cc1ncc2c(n1)C[C@@H]1CC[C@H]2N1S(=O)(=O)c1ccc(F)c(C)c1	9.0%
CN(CCc1ccccn1)C[C@H]1CN2CC[C@H]1C[C@@H]2CNC(=O)Nc1ccsc1	?
CCCCc1nc2ccccc2c(=O)n1-c1cccc(OC)c1	-15.1%
O=S(=O)(c1cccnc1)N1[C@H]2CC[C@@H]1c1cnc(-c3ccc(F)cc3)nc1C2	35.4%
CN1CC(C(=O)c2ccccc2)C(c2ccccc2)C1 (configuration not stated)	39.8%[activator]
CCOc1ccccc1CN(CCc1ccc2c(c1)OCO2)Cc1ccc(CC)cc1	?
CC1CC(=O)C2CCCCC2N1 (configuration not stated)	8.1%
O=C(NC[C@H]1C[C@@H]2CCN1C[C@@H]2CN1CCN(c2ccc(F)cc2)CC1)Nc1ccsc1	-7.0%
Cn1nc(-c2ccccc2)cc1[C@H]1CN2CC[C@H]1C[C@@H]2CNC(=O)c1ccco1	13.5%[86.2 µM]
CCOC(=O)c1ccc(NC(=O)c2sc3nc4c(cc3c2N)N2CCC4CC2)cc1	i
CN1CC2(Cc3c1ccc1ccccc31)C(=O)NC(=O)N(C(C)(C)C)C2=O (configuration not stated)	5.9%
Cc1nc(-c2ccc(N(C)C)cc2)cc([C@H]2CN3CC[C@H]2C[C@@H]3CNC(=O)C2CCC2)n1	39.8µM*
CC[C@H]1CN2CC[C@H]1C[C@@H]2CNC(=O)c1ccc2c(c1)OCO2	-18.8%[86.2 µM]
c1cncc(CN2CCNCC2)c1	14.2%
Cc1ccc(C(=O)NC[C@H]2C[C@@H]3CCN2C[C@@H]3c2cc(-c3cccs3)nn2C)cc1	32.2%[86.2 µM]
CC[C@H]1CN2CC[C@H]1C[C@@H]2CN(Cc1cccs1)Cc1cccs1	4.4%[86.2 µM]
CCC1(N2CCN(C(=O)Cc3ccccc3OC)CC2)CCN(C(=O)NC)C1 (configuration not stated)	-4.4%
CN1C(=O)CO[C@H]2CN(Cc3ncc[nH]3)C[C@H]21	35.5µM*
CCCNC1CNC1	?
Cc1ncc2c(n1)C[C@@H]1CC[C@H]2N1C(=O)C1CCCC1	-11.2%
C/C(=N\N(C)c1ccccc1)c1c(O)[nH]c(=O)[nH]c1=O	-2.1%
Next section
SMILES	KDM5B inhibitor
COc1cc2c(cc1OCc1ccccc1)N([S+](=O)([O-])c1cn(C)cn1)CC21CCN(C)CC1	10.7%
COc1ccc(CCNCc2sccc2C)cc1	-11.3%
Cn1c(O)c(C=NCCN2CCNCC2)c(=O)[nH]c1=O	10.4%
Oc1ccc(C2N(O)C3CCCCC3N2O)cc1 (configuration not stated)	-14.6%
COc1ccc2c(c1)C1(CCN(S(=O)(=O)c3ccc(C)cc3)C1)C(=O)N2C (configuration not stated)	0.1%
CSc1nc2ccccc2c(=O)n1-c1cccnc1	13.7%
CCNC(=O)N1CCC2(CC1)c1nccn1-c1ccccc1CN2CC(C)C	12.3%
Nc1ccc(Br)cc1C(=O)c1ccccc1Cl	-5.6%
CCC(C)n1c(O)c(C=NCc2cccnc2)c(=O)[nH]c1=S (configuration not stated)	14.3%
N#C/C(=C\c1ccc(Cl)cc1)C(=O)Nc1ccc(Cl)cc1C(=O)c1ccccc1	?
CC(C)N1C(=O)NC(=O)C2(Cc3c(ccc4ccccc34)N(C)C2)C1=O (configuration not stated)	?
Cc1nc(-c2ccccc2Br)cc([C@H]2CN3CC[C@H]2C[C@@H]3CNC(=O)NC2CCCCC2)n1	?
Cn1nc(-c2ccc3ccccc3c2)cc1[C@H]1CN2CC[C@H]1C[C@@H]2COC(=O)Nc1cccc(C(F)(F)F)c1	-21.5%
CCCNC(=O)N1CC2CN(C(C)C)CC(C1)O2	-18.3%
C#C[C@H]1CN2CC[C@H]1C[C@@H]2CNC(=O)Nc1ccc(C(C)=O)cc1	-0.5%[86.2 µM]
COc1ccc(Oc2c(C)oc3cc(OCC(=O)N4CCN(CCO)CC4)ccc3c2=O)cc1	-15.2%
COc1ccccc1-c1cc([C@H]2CN3CC[C@H]2C[C@@H]3CNC(=O)c2ccco2)n(C)n1	-4.1%[86.2 µM]
COc1ccc(CNCCc2c[nH]c3ccccc23)c(OC)c1	-17.7%
Cc1nc(-c2ccc(C(F)(F)F)cc2)cc([C@H]2CN3CC[C@H]2C[C@@H]3CNC(=O)C2CCC2)n1	?
CC(C)CCN1CC2ON=C(C(=O)O)C2C1 (configuration not stated)	-19.4%[230 µM]
CCOC(=O)c1ccc(NC(=O)c2cccn(Cc3ccccc3F)c2=O)cc1	?
O=C(NCC[C@@H]1C[C@@H]2C=C[C@H]1C2)c1cn(Cc2ccccc2Cl)nn1	-17.8%
Cc1ccc2c(n1)N(C)[C@H](CO)CCN(Cc1ccco1)C2	?
Cc1nc(-c2ccccc2)cc([C@H]2CN3CC[C@H]2C[C@@H]3CNS(C)(=O)=O)n1	?

Pulled by compound from the entries so far (2):
SMILES	KDM5B inhibitor
Cc1nc(-c2ccc(C(F)(F)F)cc2)cc([C@H]2CN3CC[C@H]2C[C@@H]3CNC(=O)C2CCC2)n1	?
CCC(C)n1c(O)c(C=NCc2cccnc2)c(=O)[nH]c1=S (configuration not stated)	14.3%

New compounds follow:
SMILES	KDM5B inhibitor
O=c1[nH]c2ccccc2c(=O)n1-c1ccc(Cl)c(Cl)c1	-7.8%
COc1cc2c(cc1OCc1ccccc1)NC(=O)C21CCN(Cc2nccs2)CC1	-2.5%[86.2 µM]
COCCNC(=O)[C@H]1CN2CC[C@H]1C[C@@H]2Cn1cc(C2(O)CCCC2)nn1	24.7%[86.2 µM]
Cc1ccc(C(=O)NC[C@H]2C[C@@H]3CCN2C[C@@H]3c2cc(C3CCCCC3)nn2C)cc1	24.5%[86.2 µM]
Cc1nc(-c2ccc(N(C)C)cc2)cc([C@H]2CN3CC[C@H]2C[C@@H]3COC(=O)Nc2ccccc2)n1	?
COc1cc(O)cc2c1C(=O)O[C@@H](C)CCCC(=O)CCCCC2	7.7%
Cc1cc(C(=O)C(C)(C)NO)ccc1Cl	-15.4%
CN(C)CCOC(=O)Cc1ccccc1	16.0%
O=C(CSC1c2ccccc2Oc2ccccc21)Nc1cccc(C(=O)O)c1	10.2%
O=C(NCc1ccc2c(c1)OCO2)[C@H]1CN2CCC1C[C@@H]2Cn1cc(CC2CCCCC2)nn1 (some centres not stated)	23.2%
Cc1nc(-c2ccc(F)cc2)cc([C@H]2CN3CC[C@H]2C[C@@H]3CNS(=O)(=O)Cc2ccccc2)n1	10.0%
CCCS(=O)(=O)Nc1ccc(=O)n2c1[C@@H]1C[C@@H](CN(S(=O)(=O)c3ccccc3)C1)C2	-20.1%

Part of the list above, in CSV form:
SMILES,KDM5B inhibitor
CCCS(=O)(=O)Nc1ccc(=O)n2c1[C@@H]1C[C@@H](CN(S(=O)(=O)c3ccccc3)C1)C2,-20.1%
COc1cc2c(cc1OCc1ccccc1)NC(=O)C21CCN(Cc2nccs2)CC1,-2.5%[86.2 µM]
O=c1[nH]c2ccccc2c(=O)n1-c1ccc(Cl)c(Cl)c1,-7.8%

Following part.
SMILES	KDM5B inhibitor
CCN1CCCC12Cc1ccccc1CN(C(=O)Cc1ccccc1)C2 (configuration not stated)	-10.6%[115 µM]
O=C1Nc2ccccc2CC12CCCN2Cc1cccnc1 (configuration not stated)	5.6%[149 µM]
O=C(COC(=O)C(O)(c1ccccc1)c1ccccc1)c1c[nH]c2ccccc12	3.2%
O=C(CN1C(=O)CN=C(c2ccccc2)c2ccccc21)Nc1cccc(C(F)(F)F)c1	-25.6%
COc1cccc2cc(-c3ccc(OCC(=O)N4CCN(C)CC4)cc3)c(=O)oc12	?
CCO[C@H]1CN(C(=O)C2(c3ccccc3)CCNCC2)C[C@@H]1O	-31.0%
CCOc1ccc(CNCCc2ccccc2)cc1	5.6%
CC(=O)Nc1ccc(-c2ccc(=O)n3c2[C@@H]2C[C@@H](CN(C(=O)C4CCCCC4)C2)C3)cc1	-28.7%[86.2 µM]

Only part of the results is shown; the hit share may differ from the screen's.
